Source: PubChem BioAssay (The Scripps Research Institute Molecular Screening Center)
FBW7 activator: FBW7 E3 ligase activators, primary screen, biochemical, AlphaScreen, human. F-box/WD repeat-containing protein 7 (Homo sapiens), Q969H0. AlphaScreen FBW7–phospho-cyclin E peptide binding, activator screen. normalized activity (activation), % at 26.1 µM. 0.13% of 650,000 active. AID 1259310, 2017; in the data active = normalized activity above about 1.9%;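 also: purified mutant Fbw7 with reduced substrate affinity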
MITF inh: MITF inhibitors, primary screen, biochemical, AlphaScreen, human. 0.91% of 650,000 active. inhibition, % at 2.6 µM. AID 1259374, 2018. AlphaScreen MITF homodimerization, bead proximity signal. Microphthalmia-associated transcription factor (Homo sapiens), O75030; in the data active = inhibition above about 50%;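 also: 0% = vehicle wells with protein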
Target sequence (O75030 whole entry, looked up): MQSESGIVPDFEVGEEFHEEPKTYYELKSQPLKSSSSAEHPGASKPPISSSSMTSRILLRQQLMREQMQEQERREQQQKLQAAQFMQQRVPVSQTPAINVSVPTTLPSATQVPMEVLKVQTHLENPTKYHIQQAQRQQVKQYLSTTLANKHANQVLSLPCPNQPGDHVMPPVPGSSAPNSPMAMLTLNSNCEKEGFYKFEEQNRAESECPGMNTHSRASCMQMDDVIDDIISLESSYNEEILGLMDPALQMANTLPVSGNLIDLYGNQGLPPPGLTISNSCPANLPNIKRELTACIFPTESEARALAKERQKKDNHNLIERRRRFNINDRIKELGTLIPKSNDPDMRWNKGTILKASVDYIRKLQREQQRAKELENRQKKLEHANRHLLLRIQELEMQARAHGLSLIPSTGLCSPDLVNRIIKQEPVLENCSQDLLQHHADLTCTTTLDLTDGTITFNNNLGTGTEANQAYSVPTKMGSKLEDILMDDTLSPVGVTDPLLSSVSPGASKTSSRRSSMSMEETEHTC
GPR151 activ: activators of human GPR151, primary screen, cell-based, PathHunter beta-arrestin, luminescence. PathHunter beta-arrestin GPR151 cells. 1% of 650,000 active. G-protein coupled receptor 151 (Homo sapiens), Q8TDV0. activation, % at 11.2 µM; in the data active = activation above about 4.9%;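 also: 0% = median of compound wells and 100% = cells with positive control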
Target sequence (Q8TDV0 whole entry, looked up): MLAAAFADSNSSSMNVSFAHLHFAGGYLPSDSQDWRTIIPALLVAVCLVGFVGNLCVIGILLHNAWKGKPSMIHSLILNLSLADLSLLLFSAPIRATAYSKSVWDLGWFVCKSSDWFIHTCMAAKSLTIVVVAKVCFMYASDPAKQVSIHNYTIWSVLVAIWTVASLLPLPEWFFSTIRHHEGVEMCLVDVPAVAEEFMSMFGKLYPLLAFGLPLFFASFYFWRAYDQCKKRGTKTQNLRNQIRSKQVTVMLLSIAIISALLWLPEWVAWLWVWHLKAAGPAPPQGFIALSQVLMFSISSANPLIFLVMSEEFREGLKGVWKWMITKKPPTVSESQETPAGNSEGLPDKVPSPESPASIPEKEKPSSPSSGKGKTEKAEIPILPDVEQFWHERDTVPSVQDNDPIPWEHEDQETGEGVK
TEAD-YAP inh: TEAD-YAP interaction inhibition, primary screen, TEAD-YAP interaction inhibitor project, luminescence, HEK-TIYL cells; inhibition, % at 9.12 µM; 1.4% of 640,000 active; TEAD-Gal4/YAP UAS-luciferase luminescence; in the data active = inhibition above about 32%;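 also: 0% = median of test compound wells and 100% = reference inhibitor wells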
The depositor's hits bear a star. Compounds were not picked by outcome; about 3.4% have a hit in one of these screens.

The line under a structure holds: FBW7 activator, MITF inh, GPR151 activ, TEAD-YAP inh
CC1=C(C(=O)OC2CCCC2)C(c2ccccc2Br)C2=C(CC(C)(C)CC2=O)N1 (configuration not stated)
→ 0.0, -7, -0.8, 13
CCC1CCC2(CC1)NC(=S)N(c1ccc(Cl)cc1)N2 (configuration not stated)
→ 0.0, 10, 1.1, 3
N#Cc1ccc(C(=O)Nc2sc3c(c2C#N)CCC3)cc1
→ 0.1, -2, -1.4, -4
Cc1ccn2c(CNC3CCC(O)CC3)c(C(=O)N3CCCCCC3)nc2c1 (configuration not stated)
→ 0.0, -12, -0.9, 1
Cc1cc(NC(=O)c2ccc(Br)o2)ccc1NC(=O)c1ccccc1
→ 0.1, -11, -5.6, -3
COC(=O)COc1ccc(Br)cc1/C=C(/C#N)c1nc2ccc(OC)cc2[nH]1
→ 0.1, -33, -0.7, -1
CC/C(=N\Nc1ccc([N+](=O)[O-])cc1S(=O)(=O)N1CCOCC1)c1ccc(O)cc1
→ -0.1, 25, -1.3, -16
O=C(NCC1Cc2cccc(-c3ccccc3C(F)(F)F)c2O1)c1cnc[nH]1 (configuration not stated)
→ -0.1, -5, -0.9, 2
CC(=O)C(Cc1ccc(Cl)cc1)(Cc1ccc(Cl)cc1)C(C)=O
→ 0.6, 4, 1.2, -6
COC(=O)C1=C(C)N(Cc2ccccc2)C(=O)NC1c1ccc(F)cc1 (configuration not stated)
→ 0.6, -5, -1.4, 2
COc1ccc(NC(=O)CCS(=O)(=O)c2ccc(Br)cc2)c(OC)c1
→ 0.2, 20, -1.2, 12
COc1ccc(CN2CCNC(=O)C2CC(=O)N2CCOCC2)c(OC)c1 (configuration not stated)
→ 0.1, 3, -0.2, 8
CCS(=O)(=O)NCCS(=O)(=O)N1CCN(c2ccccc2F)CC1
→ -0.1, 6, 2.0, 9
O=C(c1cc(COc2ccc(F)cc2Cl)on1)N1CCCO1
→ 0.2, 8, -0.5, 6
COc1ccc(-c2nnc(SCc3ccccn3)n2C)cc1
→ -0.1, 11, -0.1, -43
COc1cc(OC)cc(C2=NCCN2)c1
→ 0.2, 24, -0.4, 11
O=C(COC(=O)CSc1nc(-c2ccccc2)cc(-c2ccccc2)n1)Nc1nnc(-c2ccccc2)s1
→ -0.2, 1, -2.2, -3
Cc1ccccc1CSc1nc2ccccc2c(=O)n1CCc1ccccc1
→ 0.0, 4, -0.3, 9
COc1ccc(N=c2ssc3c2-c2cc(OC)ccc2NC3(C)C)c(OC)c1
→ -0.4, 25, -0.2, 7
O=C(NC(=S)Nc1ccc(C(=O)N2CCOCC2)cc1)c1cccs1
→ 0.3, 1, 2.7, -10
NC(=O)Cc1ccc2sc(-c3ccccc3)nc2c1
→ -0.1, 9, -7.3, -6
Cc1cc(C(=O)OCC#N)c2ccccc2n1
→ -0.1, -11, 0.0, -4
COc1cc(Nc2nc(-c3c(C)nn(C)c3C)nc3nc[nH]c23)cc(OC)c1OC
→ 0.0, 10, 0.3, 1
COCCNC(=O)CC1C(=O)NCCN1CC(c1ccccc1)c1ccccc1 (configuration not stated)
→ 0.3, 12, -0.5, 6
COc1cccc(CC(NC(C)=O)C(=O)NC2CCN(C(=O)C3CC3)CC2)c1OC (configuration not stated)
→ 0.3, -5, 0.1, 2
O=C1CN(C(=O)c2ccccc2[N+](=O)[O-])C(c2ccccc2)c2cc(Cl)ccc2N1 (configuration not stated)
→ 0.3, -2, 0.7, 6
COc1ccc(-c2nn(-c3ccccc3)[n+](-c3nn[nH]n3)n2)cc1OC
→ 0.2, 12, -0.7, -2
Cc1cc(NCCO)n2nc(C)c(-c3ccc(F)cc3)c2n1
→ -0.1, 3, 0.4, 0
Cc1cc(-c2cnc(N3CCCC3)nc2C2CCNCC2)on1
→ -0.1, -6, 0.5, -7
CNC(=O)C(NC(=O)c1ccc([N+](=O)[O-])cc1)C12CC3CC(CC(C3)C1)C2 (configuration not stated)
→ -0.1, -4, 0.4, 3
Cc1ccc(C)c(NC(=O)c2cc3c(=O)n4cccc(C)c4nc3s2)c1
→ 0.0, 3, 0.4, 11
CCOc1ccc(C(=O)Nc2ccc(OC)cc2[N+](=O)[O-])cc1OCC
→ 0.3, 15, -1.8, -3
COc1ccc(-n2nc3c(c2NC(=O)c2ccc(OC)c(OC)c2)CS(=O)(=O)C3)cc1
→ 0.7, 10, -2.4, -3
CCC(C)C(NCCC(=O)c1ccc(Br)cc1)C(=O)O (configuration not stated)
→ 0.1, 6, 0.1, 1
N#Cc1cccc(S(=O)(=O)Nc2ccc(Cl)cn2)c1
→ 0.1, 12, -0.1, 3
COc1ccc(CNc2nc(-c3cccnc3)nn2S(=O)(=O)c2ccccc2)cc1
→ 0.1, 2, 1.4, 12
CCOC(=O)c1c(NC(=O)CSc2nnc(C)s2)sc2c1CCC(CC)C2 (configuration not stated)
→ 0.0, -26, 1.0, -13
Cc1cc2c(cc1S(=O)(=O)NCC1CCCO1)OCC(=O)N2 (configuration not stated)
→ 0.1, -3, -0.2, -4
CCC(CO)Nc1ccc2ncc(-c3cccc(C(C)=O)c3)n2n1 (configuration not stated)
→ 0.3, 9, 0.1, 0
Cn1c(N)c(/C=N/NC(=O)c2ccncc2)c(=O)n(C)c1=O
→ -0.2, 7, 2.0, -2
COc1ccn2c(C3CCN(C(C)=O)CC3)nc(-c3ccccc3)c2c1
→ 0.1, 20, 0.8, -17
COc1ccc(-c2nc3cc(N)ccc3n2C)cc1
→ -0.3, 11, -2.3, -37
CC1CCN(c2cc(N)c(Cl)cc2[N+](=O)[O-])CC1
→ 0.3, -6, -0.2, -14
Cc1cc(-n2c(C)nc3ccccc3c2=O)ccc1NC(=O)c1ccccc1
→ 0.0, 4, 0.2, 9
CCOC(=O)N1CCN(c2nc(CN3CCCCC3CCO)nc3c(C)cccc23)CC1 (configuration not stated)
→ 0.1, 7, 0.1, 3
Cc1ccc(-c2nnc(CCC(=O)N(C)CC3CCN(CC(C)C)C3)o2)s1 (configuration not stated)
→ 0.2, 4, 0.4, -1
C=CCNC(=S)NS(=O)(=O)c1ccc(Cl)cc1
→ 0.0, -3, 0.8, 8
C#CCOC(=O)CCCC(=O)Nc1cccc(C(=O)OC)c1
→ 0.2, -1, 0.2, 5
O=C(c1ncoc1-c1ccc(F)cc1)N1CCCC1
→ 0.0, -1, -0.4, 3
CC(C)C(C)(C#N)NC(=O)CSc1nnc(-c2ccccc2Br)o1 (configuration not stated)
→ 0.0, 1, 1.8, 8
O=C(OCc1ccc(Oc2ccc([N+](=O)[O-])cc2)cc1)c1ccncc1
→ -0.1, 8, 2.4, 1
CCCCOC(=O)COc1cc2oc(=O)c3c(c2cc1CC)CCCC3
→ -0.3, 3, 1.6, 3
O=c1cnnc(Nc2ccc(Br)cc2)[nH]1
→ 0.6, 5, 0.9, 6
COc1cccc(NC(=O)c2cc3c(=O)[nH]c4ccccc4c3n2C)c1
→ -0.3, -3, 0.9, 12
CC1CCCCC1NC(=O)/C(C#N)=C/C=C/c1ccccc1 (configuration not stated)
→ 0.0, 7, 0.2, -20
CC1(C(=O)O)CCC(C(=O)NNc2ncnc3ccccc23)C1(C)C (configuration not stated)
→ 0.1, 0, 1.0, -8
Cc1cc(Sc2nc(NC(C)C)nc(NC(C)C)n2)nc(Cl)n1
→ -0.2, -9, -0.6, -12
Cc1ccc[n+](CC(=O)N2CCCCC2)c1C
→ 0.2, 5, 1.4, 5
O=C1NC(=O)/C(=C/C(=O)N2CCN(C(=O)/C=C3\SC(=O)NC3=O)CC2)S1
→ -0.5, -1, -0.4, -5
Cc1cc(NC2CCN(Cc3ccccc3)CC2)nc(Nc2nc3ccccc3n2C)n1
→ -0.3, 1, 1.3, 4

Single entries from the results shown:
CC(C)C(C)(C#N)NC(=O)CSc1nnc(-c2ccccc2Br)o1 (configuration not stated) @ TEAD-YAP inh = 8
O=c1cnnc(Nc2ccc(Br)cc2)[nH]1 @ MITF inh = 5

Next section.
The line under a structure holds: FBW7 activator, MITF inh, GPR151 activ, TEAD-YAP inh
CCCC(=O)Nc1nnc(-c2ccco2)s1
→ -0.1, -4, -0.8, -45
COc1ccc(C(=O)/C=C/Nc2ccc(N(C)C)cc2)cc1
→ 0.8, 18, -0.7, -23
COc1ccc(CCNC(=O)c2ccc3c(c2)N(Cc2ccccc2F)C(=O)CS3)cc1OC
→ 0.0, -4, -0.3, 21
CCOC(=O)N1CCN(C(=O)c2oc(=O)c3ccccc3c2-c2ccc(C)cc2)CC1
→ 0.2, 0, -0.8, -5
COCCNc1oc2c(c1-c1cc(OC)c(OC)c(OC)c1)c(=O)oc1c(C)cccc12
→ 0.1, 15, -0.5, -7
Cc1oc2cc(O)ccc2c(=O)c1-c1nc2ccccc2[nH]1
→ -0.1, -6, -0.6, -48
COc1ccc(NC(=O)Cn2nnc(-c3nc(-c4ccccc4)no3)c2N)cc1OC
→ -0.1, 1, 0.0, -5
Cc1cc2[nH]c(=O)c(=O)[nH]c2cc1S(=O)(=O)N1CCC(C)CC1
→ -0.1, -8, 2.6, -9
O=C(ON1C(=O)CN(C(=O)c2ccco2)C1c1ccccc1)c1ccco1 (configuration not stated)
→ 0.1, 0, -0.6, 9
O=C(Cn1cnc([N+](=O)[O-])n1)Nc1ccc(OC(F)(F)F)cc1
→ -0.1, 7, -0.2, 19
O=C(NCCCN1CCOCC1)c1cn(-c2ccccc2)nc1-c1ccccc1
→ 0.1, 12, -0.8, 5
CCCCN(C)C(=O)c1nc2ccccn2c1CN1CCSCC1
→ 0.1, 7, 0.3, 4
COC(=O)CSc1nnc2c3ccccc3n(CC(=O)OC)c2n1
→ 0.0, 4, 0.1, -2
O=C(NCCc1nc2ccccc2[nH]1)c1cccc(Br)c1
→ -0.1, -4, 0.3, 9
COc1cc(C(=O)Nc2nc(-c3ccc4c(c3)OCO4)cs2)cc(OC)c1OC
→ -0.1, -11, -0.9, 4
COc1ccc(/C=N/NC(=O)c2ccc([N+](=O)[O-])cc2)c2ccccc12
→ -0.1, 5, 2.7, -6
CSc1ccccc1C(=O)Nc1ccc(F)c(F)c1
→ 0.1, -1, -1.1, -3
CC(C)C(NC(=O)/C(=C\c1ccco1)NC(=O)c1ccco1)C(=O)O (configuration not stated)
→ -0.6, 14, 0.0, 3
COc1ccc(/C=C2\C(=O)NC(=O)N(c3cccc(C)c3)C2=O)cc1O
→ -0.2, 0, 3.4, -4
CC(C(=O)N1CCCC1)N1CCN(S(=O)(=O)c2cccc(F)c2)CC1 (configuration not stated)
→ -0.1, -8, -0.9, -1
O=C(NC(Cc1ccccc1)C(=O)O)/C(=C/c1cccc([N+](=O)[O-])c1)NC(=O)c1ccco1 (configuration not stated)
→ -0.2, 7, 0.1, 3
O=C(c1cccc(Cl)c1)c1nnc(-c2cccc(S(=O)(=O)N3CCCC3)c2)o1
→ 0.4, 16, -1.7, 5
Cc1ccc2nc(-c3ccc(N=c4oc5c(Cl)cc(Cl)cc5cc4C(=O)Nc4ccccc4)cc3)sc2c1
→ 0.2, 1, -1.6, 2
Cc1cccc(N2CCN(S(=O)(=O)c3ccc([N+](=O)[O-])cc3)CC2)c1C
→ 0.1, 10, 2.4, 10
CN(Cc1ccc(F)cc1)c1ccc(OCC(=O)NCCCCN2CCCCCC2)nn1
→ 0.1, 4, 2.6, -2
CC(C)(C)NC(=O)/C=C/c1cccc([N+](=O)[O-])c1
→ 0.1, -24, 0.5, -18
C#CCN(Cc1nc(N2CCOCC2)c2ccc(Cl)cc2n1)Cc1ccco1
→ 0.1, 23, -0.5, -8
CCNC(=O)C1CC(=O)N(c2ccc(Br)cc2)C1 (configuration not stated)
→ 0.0, 5, 2.2, -3
O=C(NCc1ccco1)c1ccc(N2CCC3(CC2)OCCO3)c([N+](=O)[O-])c1
→ -0.1, 9, 0.3, -1
C/C(=N\NC(=O)c1ccc(O)cc1O)c1ccco1
→ -0.1, 9, 1.1, 9

No new results follow: an excerpt of the list.
The line under a structure holds: FBW7 activator, MITF inh, GPR151 activ, TEAD-YAP inh
COc1ccc(/C=C2\C(=O)NC(=O)N(c3cccc(C)c3)C2=O)cc1O
→ -0.2, 0, 3.4, -4
CC(C(=O)N1CCCC1)N1CCN(S(=O)(=O)c2cccc(F)c2)CC1 (configuration not stated)
→ -0.1, -8, -0.9, -1
O=C(NC(Cc1ccccc1)C(=O)O)/C(=C/c1cccc([N+](=O)[O-])c1)NC(=O)c1ccco1 (configuration not stated)
→ -0.2, 7, 0.1, 3
O=C(c1cccc(Cl)c1)c1nnc(-c2cccc(S(=O)(=O)N3CCCC3)c2)o1
→ 0.4, 16, -1.7, 5
Cc1ccc2nc(-c3ccc(N=c4oc5c(Cl)cc(Cl)cc5cc4C(=O)Nc4ccccc4)cc3)sc2c1
→ 0.2, 1, -1.6, 2
Cc1cccc(N2CCN(S(=O)(=O)c3ccc([N+](=O)[O-])cc3)CC2)c1C
→ 0.1, 10, 2.4, 10
CN(Cc1ccc(F)cc1)c1ccc(OCC(=O)NCCCCN2CCCCCC2)nn1
→ 0.1, 4, 2.6, -2
CC(C)(C)NC(=O)/C=C/c1cccc([N+](=O)[O-])c1
→ 0.1, -24, 0.5, -18
C#CCN(Cc1nc(N2CCOCC2)c2ccc(Cl)cc2n1)Cc1ccco1
→ 0.1, 23, -0.5, -8
CCNC(=O)C1CC(=O)N(c2ccc(Br)cc2)C1 (configuration not stated)
→ 0.0, 5, 2.2, -3
O=C(NCc1ccco1)c1ccc(N2CCC3(CC2)OCCO3)c([N+](=O)[O-])c1
→ -0.1, 9, 0.3, -1
C/C(=N\NC(=O)c1ccc(O)cc1O)c1ccco1
→ -0.1, 9, 1.1, 9
